# Bioassay records: PubChem BioAssay, National Center for Advancing Translational Sciences (NCATS)
# G9a inh: qHTS Assay for Inhibitors of Histone Lysine Methyltransferase G9a; G9a H3K9 monomethylation, AlphaScreen, 2 h; actives 8.8% (n = 350,000); Histone-lysine N-methyltransferase EHMT2 (Homo sapiens), Q96KQ7; Potency, µM (doses to about 102 µM), for the others: at the top dose activity, negative = inhibition, usual class: inhibitors; AID 504332, 2011; note: potency is the fitted concentration of half-maximal effect; % is set by controls: 0 for no effect and ±100 for the full control effect; nearly all actives have a fitted effect of over 75% in size
#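 AlphaScreen read-out: biotin-H3K9 peptide (500 nM) methylation by 20 nM enzyme with 20 uM SAM, 2 h at room temperature after 15 min compound preincubation; anti-monomethyl H3K9 antibody plus donor/acceptor beads, 10 min dark.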
# GLS inh: qHTS for Inhibitors of Glutaminase (GLS). actives 0.21% (n = 410,000). GLS enzymatic activity, qHTS titration. Glutaminase kidney isoform, mitochondrial (Homo sapiens), O94925. Potency, µM (doses to about 45.5 µM), inactives show top-dose activity change, negative = inhibition, hits mostly inhibitors; note: potency is the fitted concentration of half-maximal effect; % is set by controls: 0 for no effect and ±100 for the full control effect
#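 hKGA; 45 mM KH2PO4 pH 8.2 + 0.02% Tween-20; cpd via pin tool; 1 mM Gln soln; GluOx/HRP/Amplex Red; RT 30 min; fluor. t0 & final.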
# PI4K2A block: qHTS for small molecular inhibitors of PI4K2A; Phosphatidylinositol 4-kinase type 2-alpha (Homo sapiens), Q9BTU6; purified PI4K2A, ADP-Glo luminescence, 1 h; hits give low values; activity change, negative = inhibition, % at 76.9 µM; actives 0.13% (n = 420,000); AID 1346378, 2018; in the data active = activity change below about -50%; inconclusive = mostly about -30% to -49%;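 note: -100% = wells without enzyme as full effect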
#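 ADP-Glo luminescence measured ADP generated by PI4K2A enzyme (4 ug/mL before mixing) with 1.2 mM PI substrate (pre-mix) and 300 microM ATP (pre-mix). Tris pH7.5 buffer with MgCl2, Triton X-100; 1 h reaction at ambient temperature.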
# Pin1 inh: qHTS Assay to Find Inhibitors of Pin1 | Peptidyl-prolyl cis-trans isomerase NIMA-interacting 1 (Homo sapiens), Q13526 | Pin1 FP peptide displacement, HiFluor488, 10 min | Potency, µM (titrated, usually from 115 µM), for the others: at the top dose activity, negative = inhibition, most hits filed as inhibitors | actives 0.009% (n = 390,000); active = well fitted inhibition curve with a large enough effect in the polarisation, with a control signal flat, not every such curve was filed as active; inconclusive = small, poorly fitted or top-dose-only effect, or effect the other way, or a change in a side signal; inactive = no such curve, though single readings can be large or run the other way; the % refers to the polarisation; note: potency is the fitted concentration of half-maximal effect; % is set by controls: 0 for no effect and ±100 for the full control effect
# BAZ2B inh: qHTS Assay for Inhibitors of BAZ2B | AlphaScreen BAZ2B-H3K14Ac peptide displacement | Bromodomain adjacent to zinc finger domain protein 2B (Homo sapiens), Q9UIF8 | actives 4.4% (n = 360,000) | Potency, µM (titrated, usually from 114 µM), inactives show at the highest dose activity change, negative = inhibition, actives largely listed as inhibitors; note: potency is the fitted concentration of half-maximal effect; % is set by controls: 0 for no effect and ±100 for the full control effect; nearly all actives have a fitted effect of over 60% in size
# Target sequence (Q9UIF8 whole entry, looked up, the tested form may be a part): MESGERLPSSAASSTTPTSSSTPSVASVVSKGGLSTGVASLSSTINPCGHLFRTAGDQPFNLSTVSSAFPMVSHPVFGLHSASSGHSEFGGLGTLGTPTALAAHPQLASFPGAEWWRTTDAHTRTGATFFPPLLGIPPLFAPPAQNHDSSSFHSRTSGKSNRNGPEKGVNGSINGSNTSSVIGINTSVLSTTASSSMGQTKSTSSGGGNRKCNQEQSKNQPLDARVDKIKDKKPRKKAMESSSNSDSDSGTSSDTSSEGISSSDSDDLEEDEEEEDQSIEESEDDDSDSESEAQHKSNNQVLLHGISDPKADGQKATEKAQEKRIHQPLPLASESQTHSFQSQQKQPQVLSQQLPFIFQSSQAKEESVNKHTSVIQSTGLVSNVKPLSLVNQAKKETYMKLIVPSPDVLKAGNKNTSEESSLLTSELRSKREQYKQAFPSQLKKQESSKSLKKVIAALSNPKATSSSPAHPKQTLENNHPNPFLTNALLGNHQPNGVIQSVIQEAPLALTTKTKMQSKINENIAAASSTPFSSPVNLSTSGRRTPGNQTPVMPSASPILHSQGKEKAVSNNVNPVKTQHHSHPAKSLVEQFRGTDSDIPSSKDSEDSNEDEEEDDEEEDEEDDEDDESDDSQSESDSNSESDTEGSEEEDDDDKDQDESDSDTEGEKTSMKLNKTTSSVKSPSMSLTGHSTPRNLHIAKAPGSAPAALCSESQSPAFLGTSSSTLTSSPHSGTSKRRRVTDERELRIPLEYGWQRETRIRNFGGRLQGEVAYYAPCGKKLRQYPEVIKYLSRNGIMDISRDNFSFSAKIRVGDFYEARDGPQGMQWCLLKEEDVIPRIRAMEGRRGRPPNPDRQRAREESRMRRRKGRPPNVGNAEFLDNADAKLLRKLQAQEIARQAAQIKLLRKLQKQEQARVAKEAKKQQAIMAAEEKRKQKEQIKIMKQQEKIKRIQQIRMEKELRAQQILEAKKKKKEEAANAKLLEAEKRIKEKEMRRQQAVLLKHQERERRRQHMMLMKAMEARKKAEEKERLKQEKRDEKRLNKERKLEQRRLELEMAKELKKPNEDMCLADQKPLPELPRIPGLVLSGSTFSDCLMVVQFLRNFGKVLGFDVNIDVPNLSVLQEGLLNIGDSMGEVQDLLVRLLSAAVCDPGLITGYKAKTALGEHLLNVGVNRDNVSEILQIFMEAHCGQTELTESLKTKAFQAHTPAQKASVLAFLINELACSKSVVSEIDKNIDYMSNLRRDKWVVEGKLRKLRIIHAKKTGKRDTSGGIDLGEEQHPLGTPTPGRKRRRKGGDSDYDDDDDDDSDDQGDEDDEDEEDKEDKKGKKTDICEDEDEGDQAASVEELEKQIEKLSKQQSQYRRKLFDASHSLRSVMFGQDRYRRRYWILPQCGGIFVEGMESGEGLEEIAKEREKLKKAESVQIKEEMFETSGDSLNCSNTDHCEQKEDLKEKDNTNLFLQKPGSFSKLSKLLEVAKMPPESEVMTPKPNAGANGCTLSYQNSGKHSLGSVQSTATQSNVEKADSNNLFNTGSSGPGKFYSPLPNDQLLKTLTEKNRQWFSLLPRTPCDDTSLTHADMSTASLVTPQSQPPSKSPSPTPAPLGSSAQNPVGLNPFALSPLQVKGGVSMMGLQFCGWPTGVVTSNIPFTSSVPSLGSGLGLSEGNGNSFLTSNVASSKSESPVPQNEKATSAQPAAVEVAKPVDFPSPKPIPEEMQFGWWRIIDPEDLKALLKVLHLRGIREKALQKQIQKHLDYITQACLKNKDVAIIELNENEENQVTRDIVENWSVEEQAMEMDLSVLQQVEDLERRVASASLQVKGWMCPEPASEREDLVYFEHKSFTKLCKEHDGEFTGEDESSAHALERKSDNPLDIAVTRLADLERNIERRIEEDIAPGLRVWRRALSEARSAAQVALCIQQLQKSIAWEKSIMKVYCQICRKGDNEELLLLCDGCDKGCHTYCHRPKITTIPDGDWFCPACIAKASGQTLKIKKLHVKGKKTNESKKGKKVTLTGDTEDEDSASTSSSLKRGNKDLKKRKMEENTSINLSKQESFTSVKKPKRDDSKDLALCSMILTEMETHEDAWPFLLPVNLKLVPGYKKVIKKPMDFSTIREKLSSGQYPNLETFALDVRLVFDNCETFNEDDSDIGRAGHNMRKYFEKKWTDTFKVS
#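 Multi-concentration screen (max 110 uM) measuring displacement of acetylated histone H3 peptide from BAZ2B by AlphaScreen, using 50 nM protein, 50 nM peptide and 10 ug/mL streptavidin donor plus Ni-chelate acceptor beads.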
# POLH inh: qHTS for Inhibitors of Polymerase Eta; actives 1.2% (n = 390,000); recombinant Pol eta, fluorescent DNA replication assay; DNA polymerase eta (Homo sapiens), Q9Y253; Potency, µM (series often up to 114 µM), for inactives: at the top dose activity change, negative = inhibition, most hits filed as inhibitors; note: potency is the fitted concentration of half-maximal effect; % is set by controls: 0 for no effect and ±100 for the full control effect
#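 Pol eta (10 nM) was preincubated with compounds for 15 min at room temperature, after which fluorescent replication substrate (50 nM final) was added to start the reaction. Fluorescence was read kinetically at 0 and 10 min.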
# Tb PGK inh: qHTS Assay to Find Inhibitors of Phosphoglycerate Kinase; Potency, µM (series often up to 57.5 µM), inactives show top-dose activity change, negative = inhibition, usual class: inhibitors; Phosphoglycerate kinase, glycosomal (Trypanosoma brucei brucei), P07378; AID 602233, 2012; actives 0.043% (n = 380,000); PGK/GAPDH coupled, Kinase-Glo luminescence, 60 min; note: potency is the fitted concentration of half-maximal effect; % is set by controls: 0 for no effect and ±100 for the full control effect; nearly all actives have a fitted effect of over 60% in size
#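 Recombinant glycosomal PGK reaction used 1,3-bisphosphoglycerate generated in-well by GAPDH (100nM final) in 100mM TEA pH 7.6, 5mM MgCl2, 0.01% Tween-20. After 60 minutes at room temperature, ATP was read by Kinase-Glo Plus luminescence end-point.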
# JMJD2A Tudor inh: qHTS Assay for Inhibitors of JMJD2A-Tudor Domain | Lysine-specific demethylase 4A (Homo sapiens), O75164 | AlphaScreen JMJD2A-Tudor / H3K4me3 peptide binding | Potency, µM (highest dose often 114 µM), for the others: top-dose activity change, negative = inhibition, usual class: inhibitors | actives 4.4% (n = 390,000) | AID 504339, 2011; note: potency is the fitted concentration of half-maximal effect; % is set by controls: 0 for no effect and ±100 for the full control effect; nearly all actives have a fitted effect of over 50% in size
# HP1b chromo inh: HTS for Inhibitors of HP1-beta Chromodomain Interactions with Methylated Histone Tails | Chromobox protein homolog 1 (Homo sapiens), P83916 | AlphaScreen HP1-beta / biotin-H3K9me3 peptide binding | Potency, µM (highest dose often 114 µM), for inactives: at the highest dose activity change, negative = inhibition, most hits filed as inhibitors | actives 0.56% (n = 390,000) | AID 540317, 2011; note: potency is the fitted concentration of half-maximal effect; nearly all actives have a fitted effect of over 70% in size; inactives centre near 23
#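 Compound inhibition of the preformed complex between 50 nM HP1-beta and 50 nM biotinylated H3K9me3 peptide was read by AlphaScreen. Buffer was PBS pH 7.4 with 0.01% Tween-20. Incubations ran 30 min at room temperature, with 10 ug/mL donor/acceptor beads.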
# An asterisk follows results filed as active; i = inactive; u = inconclusive; x = not tested or not shown; [ ] = dose if it differs, or a comment. Unless noted, calls come from the whole dose curve; as a rule, active = well fitted curve in the direction sought with a large enough effect; inconclusive = small, poorly fitted or top-dose-only effect, or another doubt; inactive = no such curve, though single readings can be large; an effect the other way counts as inactive or inconclusive.
SMILES,G9a inh,GLS inh,PI4K2A block,Pin1 inh,BAZ2B inh,POLH inh,Tb PGK inh,JMJD2A Tudor inh,HP1b chromo inh
CCc1ccc2c(c1)C(c1ccc([N+](=O)[O-])cc1)=NNC(c1ccc(C)cc1)=N2,u,1.4%,-7.9,-5.0%,-36.8%,-19.0%,-0.5%,-3.6%,19.0%
Cc1nn(CC(O)CN2c3ccccc3Sc3ccccc32)c(C)c1Br (stereo not given),u,10.5%,-1.0,4.7%,u,-17.7%,-10.1%,u,u
COc1ccc(-n2c(-c3ccccc3)cc3c2CCCC3=O)cc1,12.6µM*,8.4%,-3.1,-1.2%,11.2µM*,-22.1%,2.4%,31.6µM*,u
O=C(c1cccc2nccnc12)N1CCCC(Nc2ccc(F)c(F)c2)C1 (stereo not given),29.6%,10.5%,-0.8,-9.4%,-11.4%,-16.9%,-3.8%,-10.3%,16.0%
COc1cc(OC)cc(C(=O)OCC(=O)Nc2cccc(S(=O)(=O)NC3=NCCCCC3)c2)c1,x,-15.7%,-1.4,-27.1%,x,-23.4%,-9.6%,-15.1%,15.1%
Cn1c(SCC(=O)c2ccccc2)nnc1-c1cccc(N)c1,-22.2%,-6.0%,-5.9,2.1%,-2.7%,-24.3%,-3.0%,-20.5%[11.4 µM],-13.0%
Cc1cc2oc(C(=O)N(Cc3ccc(Cl)cc3)Cc3ccco3)c(C)c2cc1Cl,3.3%[59 µM],3.3%,-5.4,-0.3%,-4.2%,x,x,-4.9%,29.8%
C=CCn1c(COc2cccc3ccc(C)nc23)nnc1SCC(=O)OC,-12.8%,9.7%,1.0,2.7%,-4.0%,2.8%,-5.8%,-5.2%,50.9%[activator]
CCC(C)(C)NC(=O)c1cccc(NC(=O)C(C)C)c1,x,2.3%,2.8,2.8%,2.3%,-8.0%,i,39.8µM*,-12.3%
Cn1c(-c2c(N)n(CCc3ccccc3)c3nc4ccccc4nc23)nc2ccccc21,57.1%[activator],1.7%,-4.0,u,61.9%[activator],-16.8%,-4.6%,45.0%[activator],172.3%[activator]
COc1ccc(N(C(=O)CNC(=O)c2ccco2)C(C(=O)NCC2CCCO2)c2ccccc2)cc1Cl (stereo not given),u,0.5%,2.1,-3.6%,-1.2%,-17.8%,-9.6%,-14.0%,17.8%
O=C(O)CC(c1cccc(Cl)c1)n1cccc1 (stereo not given),-17.4%,-9.0%,-3.7,-8.0%,-4.7%,u,-1.2%,89.1µM*,0.7%
CC1CCC2(CC1)NC(=O)N(CC(=O)N1CCN(C(=O)c3ccco3)CC1)C2=O (stereo not given),-5.7%[12.7 µM],-2.6%,-1.7,-5.5%,2.0%,-25.8%,-2.0%,-14.1%,34.2%
CCOC(=O)c1sc(N)c(C(=O)Nc2ccccc2)c1C,10µM*,-13.5%,-1.3,-6.8%,-19.0%,-6.7%,-2.0%,-19.7%,u
Oc1ccccc1C1=NCCNC(C(F)(F)C(F)F)=C1,4.8%[12.7 µM],18.0%,4.5,1.1%,-8.7%,8.6%,-2.2%,-9.3%,-1.9%
Cc1ccc(S(=O)(=O)N(CC(=O)Nc2cccnc2)c2ccccc2C)cc1,12.5%,-4.3%,0.5,-16.0%,-24.0%,-21.8%,-0.3%,-17.6%,18.9%
Cc1nnc(N2C(=O)c3oc4ccccc4c(=O)c3C2c2cccc(OCCC(C)C)c2)s1 (stereo not given),-29.6%[59 µM],10.4%,3.6,6.4%,u,-8.7%,i,-7.9%,21.1%
O=C(Nc1ccccc1)NC1CS(=O)(=O)CC1O (stereo not given),u,10.2%,-4.0,-7.3%,-6.8%,-3.2%,-6.3%,-3.7%,37.2%
Cc1ccccc1NC(=O)CCn1nc(-c2ccc(Cl)cc2)c2ccccc2c1=O,u,9.9%,0.0,33.0%[activator],u,-14.6%,2.8%,-19.2%,29.0%
O=C(O)c1ccc(N=NN2CCCCCC2)cc1,14.8%[59 µM],1.9%,1.1,-1.4%,8.3%,0.9%,-13.3%,-24.1%,17.8%
COc1ccc(C(=O)Nc2nnc(SCC(=O)NCC3CCCO3)s2)cc1OC (stereo not given),-6.7%,5.1%,4.8,-2.8%,-1.8%,-14.5%,5.9%,1.5%,50.1%[activator]
COC(=O)C(CCCCN1C(=O)C2C3C=CC(C3)C2C1=O)N1C(=O)C2C3C=CC(C3)C2C1=O (stereo not given),-23.5%,-10.7%,-2.9,-4.5%,3.5%,-2.6%,1.0%,-8.8%,26.5%
N#CCCN1CCN(Cc2ccccc2)CCC1=O,-2.6%,-3.7%,6.0,0.5%,-3.9%,-6.0%,-9.3%,-5.0%,36.9%
Cc1cccc(C)c1NC(=O)COC(=O)c1cc(-c2cccnc2)nc2ccccc12,16.2%[59 µM],-10.3%,-0.1,u,-7.9%,-11.6%,-9.3%,-7.7%,25.0%
CCc1ccc2[nH]c(=O)c(CN(Cc3ccccc3)C(=O)Nc3ccccc3OC)cc2c1,-0.7%[59 µM],-0.6%,3.3,-0.5%,-9.2%,-16.2%,0.8%,-28.9%,-3.8%

# Pulled by compound from the list above, 2 records:
SMILES,G9a inh,GLS inh,PI4K2A block,Pin1 inh,BAZ2B inh,POLH inh,Tb PGK inh,JMJD2A Tudor inh,HP1b chromo inh
CCc1ccc2[nH]c(=O)c(CN(Cc3ccccc3)C(=O)Nc3ccccc3OC)cc2c1,-0.7%[59 µM],-0.6%,3.3,-0.5%,-9.2%,-16.2%,0.8%,-28.9%,-3.8%
Cc1cc2oc(C(=O)N(Cc3ccc(Cl)cc3)Cc3ccco3)c(C)c2cc1Cl,3.3%[59 µM],3.3%,-5.4,-0.3%,-4.2%,x,x,-4.9%,29.8%

# Further results:
SMILES,G9a inh,GLS inh,PI4K2A block,Pin1 inh,BAZ2B inh,POLH inh,Tb PGK inh,JMJD2A Tudor inh,HP1b chromo inh
Cc1cc(C)n2nc(C(=O)OCC(=O)c3cc(C)n(CC4CCCO4)c3C)nc2n1 (stereo not given),-25.0%,-5.1%,-3.5,3.7%,-20.4%,-8.7%,i,-16.3%,13.1%
CCC(NC(=O)c1cccc(Cn2cc([N+](=O)[O-])cn2)c1)c1ccc(C(C)C)cc1 (stereo not given),-24.4%[59 µM],-10.9%,0.6,1.8%,1.9%,-12.3%,-4.0%,-25.0%,6.6%
O=C(COC(=O)CNS(=O)(=O)c1ccc2ccccc2c1)Nc1ccccc1Sc1ccccc1,16.7%[59 µM],8.0%,1.8,20.6%,-30.3%,-20.8%,-5.0%,-24.5%,4.4%
Cc1cccc(OCCC(=O)Nc2ccc(F)c(Cl)c2)c1,25.4%[59 µM],-1.0%,4.5,-1.6%,45.7%[activator],-18.8%,-0.7%,46.4%[activator],65.9%[activator]
NC(=O)C1CCN(c2nc(-c3ccccc3-c3ccccc3)cs2)CC1,-1.3%[12.7 µM],6.9%,1.0,-8.3%,u,-3.1%,-3.3%,44.7µM*,-14.6%
Cc1ccnc(NC(=O)CCC(=O)N(CC(=O)NC(C)(C)C)c2ccc3c(c2)OCO3)c1,26.8%,-10.8%,-2.5,3.8%,-10.6%,-6.3%,-7.2%,-5.2%,16.0%
CCOC(=O)c1c(-c2ccccc2)oc2ccc(OCC(O)CN(C)C)cc12 (stereo not given),-2.1%,2.3%,-8.9,5.3%,-18.7%,-17.3%,i,-11.4%,6.9%
CN(C(=O)c1ccncc1)c1nnc(-c2cnccn2)s1,8.3%[12.7 µM],-7.1%,10.0,-3.0%,7.4%,-13.2%,-0.3%,-9.3%,27.8%
CCOC(=O)c1c(NC(=O)Cn2nnc(-c3ccc(Cl)cc3)n2)sc(C)c1C,x,-6.1%,-7.2,-7.7%,3.5%,-7.1%,1.1%,21.6%,24.1%
CCOC(=O)N1CCC2(CC1)C(C#N)=C(N)OC1=C2C(=O)CC(C)C1 (stereo not given),10.0%[59 µM],-1.0%,-3.8,-13.1%,5.7%,-14.8%,8.8%,8.8%,28.8%
CCOC(=O)c1c(NC(=O)CSc2nnnn2C)sc(C(=O)N(C)C)c1C,-2.2%,0.1%,-0.4,-0.6%,x,1.7%,2.8%,-7.5%,22.8%
Cc1ccn2c(=O)cc(COc3ccc(NC(=O)c4ccccc4F)cc3)nc2c1,12.4%[59 µM],8.9%,1.9,4.6%,6.3%,-13.8%,9.2%,-11.4%,21.2%[57 µM]
CCc1ccc(NC(=O)CS(=O)CC(=O)Nc2ccc(N3CCOCC3)cc2)cc1 (stereo not given),50.1µM*,37.0%[activator],-8.4,u,79.4µM*,u,-16.2%,39.8µM*,4.1%
Cc1nc2cc(-c3ccccc3)[nH]n2c(=O)c1C,16.9%,11.4%,-2.2,4.7%,5.0%,-3.3%,-9.5%,6.6%,39.9%[activator]
Cc1ccc(NC(=O)CSc2nc3ccccc3c3nc4ccccc4n23)cc1,-12.9%[2.33 µM],-1.7%,1.9,7.5%,1.3%,-2.6%,1.2%,-25.0%,35.3%
CC(NS(C)(=O)=O)C(c1cccs1)N1CCN(c2ccc(F)cc2)CC1 (stereo not given),-11.3%[59 µM],39.9%[activator],0.1,-0.2%,-8.4%,-0.7%,i,-26.8%,2.3%

# Some of the compounds tested. The share of hits here may be higher or lower than overall.
